Screens (PubChem BioAssay)
uPA surface inh: cell surface uPA generation inhibition | cell surface uPA generation assay, qHTS | Potency, µM (top dose mostly 38.3 µM), without a hit: top-dose activity change, negative = inhibition, actives largely listed as inhibitors | hit rate 0.31% among 330,000; active = well fitted inhibition curve with a large enough effect; inconclusive = small, poorly fitted or top-dose-only effect; inactive = no such curve, though single readings can be large or run the other way; tested in mouse RAW 264.7 cells; also: potency is read from the fitted curve at half-maximal effect; % is scaled to controls: 0 for no effect and ±100 for the full control effect; nearly all actives have a fitted effect of over 55% in size
USP2a block: USP2a (human) protease inhibition; O75604; USP2 core, Ub-CHOP2 coupled fluorogenic reporter, 485/531; Potency, µM (top dose mostly 38.3 µM), inactives show at the top dose activity change, negative = inhibition, usual class: inhibitors; hit rate 0.01% among 330,000; AID 463254;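 also: potency is read from the fitted curve at half-maximal effect; plate controls were DMSO wells for no effect and full inhibition by NEM control for full effect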
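Deubiquitinase activity read as fluorescence (485/531 nm) after Ub-CHOP2 cleavage activates the enterokinase reporter on its substrate; USP2 core 10nM, Ub-CHOP2 and substrate 25nM each, 30min compound preincubation then 60min RT; data normalized to NEM, curves fitted.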
Chronic BCR inh: inhibitors of chronic active B-cell receptor signaling. ABC-DLBCL IkBa-CBG/CBR reporter, luminescence ratio, 4 h. Potency, µM (doses to about 46.1 µM), for inactives: at the top dose ratio change, negative = lower green/red ratio, usual class: inhibitors. hit rate 0.05% among 340,000; active = well fitted inhibition curve with a large enough effect in the signal ratio, with a control signal flat, not every such curve was filed as active; inconclusive = small, poorly fitted or top-dose-only effect, or effect the other way, or a change in a side signal; the % refers to the signal ratio;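 also: potency is read from the fitted curve at half-maximal effect; plate controls were basal doxycycline-induced cells for no effect and cells given 10 µM MG132 for full effect; MG132 reads +100%, hits lower the ratio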
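TMD8 ABC-DLBCL cells carrying doxycycline-inducible green luciferase fused to IkappaBalpha plus unfused red luciferase were exposed to compounds (up to 46 uM) for 4 hrs at 37C. Activity came from the overlap-corrected green/red luminescence ratio.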
B2AR arrestin: recruits beta-arrestin to the human beta2-adrenergic receptor | P07550 | beta-arrestin recruitment to beta2AR, cell-based reporter | Potency, µM (titrated, usually from 46.1 µM), for the others: at the highest dose activation, most hits filed as activators | hit rate 0.02% among 330,000 | AID 492947;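 also: potency is read from the fitted curve at half-maximal effect; 0% = DMSO controls and full agonism = EC100 isoproterenol or metaproterenol; nearly all actives have a fitted effect of over 65% in size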
TSHR antagonist: blocks TSH signaling through the human TSH receptor | activity change, negative = inhibition, % at 11.5 µM | hit rate 0.2% among 330,000 | TSHR-expressing cells, TSH-stimulated cAMP HTRF, 2 h; stronger effect = lower value | P16473;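 active = activity change below a set negative limit, meaning inhibition stronger than a set level, cut at about -70% in these data; inconclusive = activity change between two set negative limits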; also: % is scaled to controls: 0 for no effect and ±100 for the full control effect
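Read-out is FRET at 665 nm (cryptate excitation 337 nm) from a cryptate-tagged anti-cAMP antibody, competed by cell cAMP against cAMP-d2. Compounds are tested on freshly harvested TSHR cells challenged with 4nM TSH (EC80) for 2 hours at 37 deg C.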
TCR act: activates T cell receptor signaling | AID 504894 | 330,000 tested, under 10 active | primary human leukocytes, anti-CD3, IL-2 HTRF, 48 h | Potency, µM (titrated, usually from 9.22 µM), for the others: at the highest dose activation of IL-2 secretion, actives largely listed as activators; also: % of control where 0% means no effect
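Primary human leukocytes were stimulated with a-CD3 beads plus compounds for 48 hr without co-stimulation; secreted IL-2 was quantified by HTRF using a-IL-2-K (europium cryptate) and a-IL-2-d2, excited at 320nm with acceptor emission read at 665nm.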
TSG101-PTAP inh: blocks PTAP/TSG101 interaction to inhibit HIV-1 budding | Q99816 | Potency, µM (titrated, usually from 115 µM), for the others: at the highest dose activity change, negative = inhibition, most hits filed as inhibitors | Fluorescence polarization, FITC-PTAP peptide / Tsg101 binding | 340,000 tested, under 10 active; active = well fitted inhibition curve with a large enough effect in the main read-out, with a control signal flat, not every such curve was filed as active; inconclusive = small, poorly fitted or top-dose-only effect, or effect the other way, or a change in a side signal; inactive = no such curve, though single readings can be large or run the other way; also: potency is read from the fitted curve at half-maximal effect; % of control where 0% means no effect
Target sequence (Q99816 whole entry, looked up): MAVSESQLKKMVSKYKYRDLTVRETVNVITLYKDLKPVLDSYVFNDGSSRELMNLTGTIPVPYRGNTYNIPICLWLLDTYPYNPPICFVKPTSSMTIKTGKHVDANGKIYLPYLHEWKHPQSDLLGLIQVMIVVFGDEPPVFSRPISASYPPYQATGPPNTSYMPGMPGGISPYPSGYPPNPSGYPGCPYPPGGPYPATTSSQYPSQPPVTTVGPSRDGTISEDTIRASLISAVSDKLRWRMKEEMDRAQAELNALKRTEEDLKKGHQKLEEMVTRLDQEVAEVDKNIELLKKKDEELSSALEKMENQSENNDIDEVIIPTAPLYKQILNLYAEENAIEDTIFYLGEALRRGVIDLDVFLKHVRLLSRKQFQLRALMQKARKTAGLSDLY
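Tsg101 binding domain (10 uM final) was mixed with compound and a FITC-labeled PTAP peptide (50 nM final) in HEPES pH 7.5 buffer with NaCl, Tween 20, EDTA and TCEP; fluorescence polarization was read after 20 min at r.t.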
Tb PFK inh: inhibitors of T. brucei phosphofructokinase. Potency, µM (doses to about 57.5 µM), inactives show at the top dose activity, negative = inhibition, most hits filed as inhibitors. T. brucei PFK, ADP-Glo luminescence. hit rate 0.17% among 330,000. O15648;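 also: potency is read from the fitted curve at half-maximal effect; 0% = uninhibited 1x PFK enzyme wells and -100% = no-enzyme wells; nearly all actives have a fitted effect of over 60% in size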
Target sequence (O15648 whole entry, looked up): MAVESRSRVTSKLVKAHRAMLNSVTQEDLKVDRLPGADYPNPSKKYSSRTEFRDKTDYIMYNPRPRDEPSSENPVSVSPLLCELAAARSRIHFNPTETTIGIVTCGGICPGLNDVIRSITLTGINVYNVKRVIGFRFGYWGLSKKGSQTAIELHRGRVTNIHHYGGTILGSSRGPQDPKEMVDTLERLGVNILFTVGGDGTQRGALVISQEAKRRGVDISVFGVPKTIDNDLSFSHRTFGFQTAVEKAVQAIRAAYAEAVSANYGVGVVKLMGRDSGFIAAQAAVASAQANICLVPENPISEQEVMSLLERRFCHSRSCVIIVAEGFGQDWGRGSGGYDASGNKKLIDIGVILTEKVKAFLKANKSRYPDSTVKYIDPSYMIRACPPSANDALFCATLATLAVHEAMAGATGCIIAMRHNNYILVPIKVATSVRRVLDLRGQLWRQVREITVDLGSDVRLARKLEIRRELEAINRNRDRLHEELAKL
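1.25 nM PFK with 0.5 mM F6P and 0.1 mM ATP in 0.1 M TEA pH 8.0, 5 mM MgCl2, incubated 45 min at room temperature; ADP measured by ADP-Glo luminescence; compounds titrated up to 57 uM.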
Mito fusion yeast: blocks mitochondrial division or promotes mitochondrial fusion | S. cerevisiae fusion-defective mutant growth rescue, CellTiterGlo 48 h | Potency, µM (titrated, usually from 46.1 µM), for inactives: at the highest dose growth rescue (activation), most hits filed as activators | hit rate 0.23% among 320,000 | AID 485298;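 also: potency is read from the fitted curve at half-maximal effect; % of control where 0% means no effect; nearly all actives have a fitted effect of over 45% in size; temperature-sensitive fusion mutants such as fzo1-1 at 37 °C on non-fermentable ethanol glycerol medium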
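Compounds are tested for their ability to restore growth of mitochondrial fusion-defective yeast strains at non-permissive 37C in YPEG medium over 48 hours. Viability is quantified by luciferase luminescence.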
ELG1 repair inh: ELG1-dependent DNA repair inhibition. Potency, µM (highest dose often 46.1 µM), inactives show top-dose activity change, negative = inhibition, hits mostly inhibitors. hit rate 2.3% among 330,000. HEK293T ELG1-luciferase reporter, luminescence, 16 h; DNA damage induced by 5-fluorouridine; also: potency is read from the fitted curve at half-maximal effect; % is scaled to controls: 0 for no effect and ±100 for the full control effect; nearly all actives have a fitted effect of over 55% in size
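5-Fluorouridine DNA damage + compound/DMSO, 2,000 cells/well, 16 h, 37 °C/5% CO2. ONE-Glo, 30 min RT, luminescence. Readout = decrease in reporter signal.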
Eya2 inh: inhibitors of human Eya2 phosphatase activity; O00167; recombinant Eya2, OMFP fluorescence dephosphorylation (OMFP is methylfluorescein phosphate); Potency, µM (top dose mostly 76.9 µM), for the others: at the highest dose activity, negative = inhibition, usual class: inhibitors; hit rate 0.006% among 330,000; also: potency is read from the fitted curve at half-maximal effect; % is scaled to controls: 0 for no effect and ±100 for the full control effect
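Eya2 (0.2 uM) preincubated 10 min at ambient with compound, then OMFP substrate added at 50 uM; 10 min reaction in 50 mM HEPES pH 7.5, 50 mM NaCl, 5 uM MgCl2, 0.05% BSA, 1 mM DTT. Fluorescence read at Ex 485/Em 525 nm.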
* hit, by the source's call; ? = inconclusive; · = not tested or not shown; [ ] = another dose, or the depositor's remark. Unless noted, calls follow the shape of the dose curve; as a rule, active = well fitted curve in the direction sought with a large enough effect; inconclusive = small, poorly fitted or top-dose-only effect, or another doubt; inactive = no such curve, though single readings can be large; an effect the other way counts as inactive or inconclusive.

SMILES	uPA surface inh	USP2a block	Chronic BCR inh	B2AR arrestin	TSHR antagonist	TCR act	TSG101-PTAP inh	Tb PFK inh	Mito fusion yeast	ELG1 repair inh	Eya2 inh
COc1ccccc1N(CC(=O)Nc1cc(S(=O)(=O)N(C)C)ccc1C)S(=O)(=O)c1cccs1	-3%	-7%	-7%	-0.5%	5	-2%[46.1 µM]	0%	-1%	·	23µM*	3%
O=C(O)c1ccc(/C=N/Nc2ncc(C(F)(F)F)cc2Cl)cc1	3%	7%	?	-0.2%	7	-5%	-8%	2%	-5%	25%	5%
CC(=O)c1cccc(CN2CCC(C(=O)Nc3ccc(Oc4cccnc4)cc3)CC2)c1	-7%	2%	-9%	0.3%	-7	8%	0%	-1%	-1%	?	18%
CNCCCCOc1ccc(C(C)(C)C)cc1Cl	1%	2%	?	0.1%	3	0%	-6%	-1%	2%	-5%	-14%
COc1ccccc1NC(=O)CN(Cc1ccco1)C(=O)c1cc2ccccc2o1	·	0%	-4%	0.3%	-4	·	·	-2%	10%	?	1%
CCCCNCCOCCOc1ccc(F)cc1	1%	-1%	-5%	-0.2%	1	-6%	-3%	0%	-9%	-11%	-16%
C=CCn1c(SCC(=O)NC2CCS(=O)(=O)C2)nc2scc(C3CC3)c2c1=O (configuration not stated)	6%	3%	-8%	0.1%	-1	-3%	-3%	2%	4%	-2%	30%
CC1=C(C(=O)OCc2ccccc2)C(c2ccc(Cl)cc2Cl)NC(=O)N1CCCCCC(=O)O (configuration not stated)	-10%	-1%	7%	-0.4%	-8	4%	-6%	1%	15%	9%	7%
O=C(CCN1CCCO1)NC1CCCc2c1cnn2-c1ccccc1F (configuration not stated)	5%	0%	0%	0.4%	10	-4%	0%	2%	-2%	-1%	1%
CC(C)N1CCC(N2CCN(Cc3ccc(-c4ccc(Cl)cc4)o3)CC2CCO)CC1 (configuration not stated)	0%	10%	-2%	-1.0%	4	-2%	3%	9%	-5%	?	-1%
CCN(C(=O)CSc1ncccn1)c1c(N)n(Cc2ccccc2)c(=O)[nH]c1=O	-1%	-1%	0%	-0.2%	3	1%	-1%	-5%	-3%	7%	-4%
O=C(NC12CC3CC(CC(C3)C1)C2)N1CCN(c2ccccn2)CC1	-5%	1%	-10%	-0.2%	-4	-2%	-2%	1%	7%	0%	-2%
CC(C)(C)c1cccc(Oc2nn[nH]n2)c1	·	1%	-1%	0.6%	-5	·	-5%	3%	1%	8%	9%
COC(=O)C1CC(Cl)CN1c1ncc(C(F)(F)F)cc1Cl (configuration not stated)	-3%	-1%	1%	0.0%	5	0%	1%	0%	6%	-2%	1%
Cc1ccc(O)c(N=CC2=C(O)c3ccccc3C2=O)c1	-7%	2%	?	-0.7%	4	-23%	-10%	6%	7%	?	14%
CCOC(=O)N1CCN(C(=S)NC2CCCC2)CC1	5%	1%	10%	0.0%	-2	-3%	-6%	0%	0%	2%	-19%
Cn1c(CCNC(=O)c2cccs2)nnc1SCC(=O)Nc1nc(-c2ccccc2)cs1	-9%	-1%	6%	-0.2%	18	-7%	0%	-6%	6%	1%	-8%
CN(C)c1cccc(/C=C(\C#N)c2ccccc2)c1	?	-2%	?	8.4%	2	-80%	-4%	2%	16%	?	-17%
Cc1cc(C)c2c(n1)SCC(=O)N2CC(=O)Nc1c(C)cccc1C	-25%	1%	-9%	0.1%	-1	-1%	0%	2%	-2%	-4%	-2%
Cc1cccc(NC(=O)CSc2nc(-c3ccccc3)c(C#N)c(=O)[nH]2)c1C	-1%	-1%	14%	0.3%	-5	4%	-4%	-1%	-1%	-3%	10%

6 structures out of the list, ordered by molar mass, ascending.
SMILES	uPA surface inh	USP2a block	Chronic BCR inh	B2AR arrestin	TSHR antagonist	TCR act	TSG101-PTAP inh	Tb PFK inh	Mito fusion yeast	ELG1 repair inh	Eya2 inh
CCCCNCCOCCOc1ccc(F)cc1	1%	-1%	-5%	-0.2%	1	-6%	-3%	0%	-9%	-11%	-16%
Cc1ccc(O)c(N=CC2=C(O)c3ccccc3C2=O)c1	-7%	2%	?	-0.7%	4	-23%	-10%	6%	7%	?	14%
CCOC(=O)N1CCN(C(=S)NC2CCCC2)CC1	5%	1%	10%	0.0%	-2	-3%	-6%	0%	0%	2%	-19%
O=C(CCN1CCCO1)NC1CCCc2c1cnn2-c1ccccc1F (configuration not stated)	5%	0%	0%	0.4%	10	-4%	0%	2%	-2%	-1%	1%
CC(C)N1CCC(N2CCN(Cc3ccc(-c4ccc(Cl)cc4)o3)CC2CCO)CC1 (configuration not stated)	0%	10%	-2%	-1.0%	4	-2%	3%	9%	-5%	?	-1%
CC1=C(C(=O)OCc2ccccc2)C(c2ccc(Cl)cc2Cl)NC(=O)N1CCCCCC(=O)O (configuration not stated)	-10%	-1%	7%	-0.4%	-8	4%	-6%	1%	15%	9%	7%

Going on with the list:
SMILES	uPA surface inh	USP2a block	Chronic BCR inh	B2AR arrestin	TSHR antagonist	TCR act	TSG101-PTAP inh	Tb PFK inh	Mito fusion yeast	ELG1 repair inh	Eya2 inh
CCNC(=O)C(Sc1ccccc1)c1ccccc1 (configuration not stated)	-3%	0%	8%	-0.6%	-3	-1%[46.1 µM]	-8%	-1%	-1%	2%	-7%
CC1CCCCN1S(=O)(=O)c1cccc2cccnc12 (configuration not stated)	5%	3%	-5%	-0.8%	-6	-4%	-4%	-3%	9%	1%	-5%
CN(C)Cc1c(O)ccc2[nH]cnc12	8%	0%	2%	-0.4%	-4	3%	-6%	-5%	0%	0%	1%
CCOc1ccc(-n2c(=O)c3c4c(sc3n(CC(=O)NCC3CCCO3)c2=O)CCC4)cc1 (configuration not stated)	10%	7%	5%	-0.1%	14	-2%	0%	-1%	4%	4%	8%
O=C(Cc1c(Cl)cccc1Cl)NC1=NCCS1	·	3%	-1%	0.0%	30	·	·	-1%	-2%	-7%	4%
O=C(Nc1ccc(NC(=O)c2cc3ccccc3o2)cc1)c1ccco1	1%	2%	1%	-1.0%	-5	2%	-3%	2%	4%	9%	11%
OCC1(Cc2cccc(Cl)c2)CCCN(Cc2ccc(F)c(F)c2)C1 (configuration not stated)	0%	-1%	0%	0.4%	15	·	-5%	1%	-5%	15%	-6%
COc1ccccc1C(=O)NC(CCSC)C(=O)OCC(=O)NC(=O)NCc1ccco1 (configuration not stated)	0%	1%	1%	-0.7%	10	7%	-3%	-16%	0%	6%	8%[15.4 µM]
Cc1cnc(SCCc2ccncc2)nc1C	·	3%	5%	-0.1%	-6	·	·	-19%	-3%	4%	3%
CC(=O)NC(Cc1ccccc1)C(=O)N1CCN(C(=O)c2ccco2)CC1 (configuration not stated)	·	-1%	-1%	0.1%	12	0%	-1%	1%	-1%	9%	12%
Fc1ccc2c(c1)C(c1ccncc1)=NNC(c1ccc(Br)cc1)=N2	3%	5%	?	-0.3%	2	-7%[46.1 µM]	-4%	2%	?	-14%	-6%
C/C(=N\NC(=O)c1c(Cl)cnn1C)c1cccc(NC(=O)C(C)C)c1	4%	2%	-10%	-0.3%	-3	-2%[46.1 µM]	3%	8%	10%	?	3%
COc1ccccc1/C=C/CN1CCC(Oc2ccc(C(=O)N3CCCC3)cc2)CC1	-5%	-1%	-1%	0.1%	33	1%	-1%	-2%	-1%	8%	4%
C=CCNC(=O)CNS(=O)(=O)c1ccc(F)cc1	3%	0%	3%	-0.1%	12	15%	-5%	-13%	1%	6%	-21%
CC(C)Oc1ccccc1NC(=O)CSc1nc2ccccc2c(=O)n1C	?	-1%	-6%	-0.9%	-5	-3%	2%	2%	3%	?	3%
CCC(C)N(C(=O)COc1ccc(-c2nnco2)cc1)C1CCS(=O)(=O)C1 (configuration not stated)	-2%	3%	-2%	-0.5%	2	·	-1%	-3%	2%	18%	-7%
